# Screens as filed in PubChem.
# RmlCD inh mix: mixture blocks RmlC and RmlD coupled enzyme activity; inhibition, % at 5.5 µM; RmlC/RmlD coupled enzyme inhibition, 384-well mixture HTS; AID 1532; 0.39% of 110,000 active; in the data active = inhibition above about 30%, passing the limit was not always enough; inconclusive = no clear call, values can overlap the other calls; also: strong numbers were not always called active
# HIV RNase H inh: blocks HIV-1 RNase H cleavage of RNA/DNA duplex | 1.9% of 65,000 active | P04585 | RT-RNase H RNA/DNA duplex cleavage, fluorescence | inhibition, % at 10 µM; in the data active = inhibition above about 50%
# The depositor's hits bear a star; ? = inconclusive; · = not tested or not shown. An excerpt; count on the stated rates, not on these rows.
# Screens in order: RmlCD inh mix, HIV RNase H inh
Cc1oc(-c2ccc(Cl)cc2)nc1CN1CCC(C(=O)NCc2cccs2)CC1
  9, ·
CC(Oc1ccc(Cl)cc1Cl)C(=O)Nc1cccnc1 (stereo unspecified)
  9, ·
CCCCOc1ccc(N2C(=O)CC(N(O)c3ccccc3)C2=O)cc1 (stereo unspecified)
  4, 13
CCN1C(=O)c2cccc3c(NC(=O)C(C)(C)C)ccc1c23
  7, -1
Cc1ccc(C(=O)OCC(=O)N2CCc3ccccc32)cc1
  1, ·
COCCn1c(-c2cccs2)nc2c(c(=O)c3ccccc3n2C)c1=O
  0, ·
COc1ccc(N2C(N)=NC(N)=NC23CCCC3)cc1
  9, 9
O=C(Cn1c(=O)sc2ccccc21)NCc1ccco1
  -6, -3
COC1=CC(=O)CC(C)C12Oc1c(Cl)c(OC)cc(OC)c1C2=O (stereo unspecified)
  8, -39
O=C(c1ccccc1)n1ccc2ccccc21
  -8, -24
CCCC(=O)Nc1cc(-c2cn3cccnc3n2)ccc1OC
  21, -7
CCNC(=S)N1CCN(CCN=CC2=C(O)CC(c3cccs3)CC2=O)CC1 (stereo unspecified)
  -10, ·
CC(C)[C@H]1COCCS(=O)(=O)N1Cc1ccccc1F
  -10, ·
C=CCN1C(=O)CSc2ccc(C(=O)OCC)cc21
  -10, -30
CCN(CC)c1ccc2cc(C=O)c(=O)oc2c1
  16, ·
Cc1cccc(/C=N/NC(=O)C(C)Nc2cccc3ccccc23)n1 (stereo unspecified)
  -16, ·
CCOC(=O)CN1N=C(/C=C/c2ccc(C)cc2)CCC1=O
  -2, ·
CN(CC(=O)O/N=C(\N)c1ccc([N+](=O)[O-])cc1)S(=O)(=O)c1ccccc1
  9, ·
CC1SC(c2ccc(Cl)cc2Cl)NC1=O (stereo unspecified)
  -9, ·
O=C(NCCN1CCCC1)c1cc(-c2ccncc2)nc2ccc(S(=O)(=O)N3CCOCC3)cc12
  -11, 3
CCOC(=O)Cc1csc(NC(=O)c2ccc(Cl)nc2)n1
  -10, ·
O=C(O)c1cccc(NS(=O)(=O)/C=C/c2ccccc2)c1
  5, ·
Cn1c(=O)c2nnn(/N=C(\c3ccccc3)C3CC3)c2n(C)c1=O
  4, 0
CCc1ccc(N2C(=O)/C(=C/c3cccs3)N(CC(=O)OC)C2=S)cc1
  -1, ·
CCCCC(=O)Nc1sc2c(c1C(=O)OCC)CCC(C=O)=C2Cl
  6, ·
CCC(C)[C@H](NC(=O)NCc1ccccc1)C(=O)O (stereo partly specified)
  7, -3
O[C@H]1C2CCC1C(N1CCCCC1)CC2 (stereo partly specified)
  7, -11
CS(=O)(=O)N1CCN(c2ccccc2NC(=O)Cc2ccccc2)CC1
  -15, -9
CC(OC(=O)C1CC=CCC1C(N)=O)C(Cl)=C(Cl)Cl (stereo unspecified)
  91, 0
Cn1c(NCc2ccco2)nc2c1c(=O)n(Cc1ccc(Cl)c(Cl)c1)c(=O)n2C
  -5, 2
Cc1ccc(Cn2c(CCNc3nc(-c4ccc(Cl)c([N+](=O)[O-])c4)cs3)nc3cc(C(=O)NCCCO)ccc32)cc1
  4, ·
O=C(CSc1nnc([C@@H]2CCCN2)o1)c1ccc(Cl)cc1
  -2, -13
Clc1ccc(-n2cnnn2)cc1
  -13, 0
CCOc1ccc(C(=O)NC2CCN(S(C)(=O)=O)CC2)cc1
  -21, -6
COc1ccc(S(=O)(=O)N2CCCC2C(=O)Nc2ccc(O)cc2)cc1 (stereo unspecified)
  1, -6
CC1CCCN(C(=O)Nc2cccc(NC(=O)N3CCCC(C)C3C)c2)C1C (stereo unspecified)
  -1, -5
O=C1CC(c2ccc3c(c2)OCO3)c2cc3c(cc2N1)OCO3 (stereo unspecified)
  0, -27
COC(=O)c1cc(NC(=O)c2ccc(Cn3cc(Cl)cn3)o2)cc(C(=O)OC)c1
  ·, 0
COc1ccccc1N(C(=O)c1snc(C(N)=O)c1N)C(C(=O)NCCC(C)C)c1ccco1 (stereo unspecified)
  -11, 2
Cc1ccccc1N1CCN(CCCN2C(=O)CC(=C(c3ccccc3)c3ccccc3)C2=O)CC1
  -6, ·
CCN1CCN(Cc2cc(Br)cc(OC)c2O)CC1
  -12, 7
Cc1[nH]ccc(=O)c1OCc1ccc(Cl)cc1
  7, ·
COC(=O)CN1C(=O)C(O)(CC(=O)c2cccc(Br)c2)c2ccccc21 (stereo unspecified)
  7, 2
Cc1c(Br)cc(C(=O)OC2CCN(C)CC2)c(C)c1C
  8, 3
O=C(O)CCC(=O)NNC(=O)CCC(=O)NCc1ccccc1
  -7, ·
COC(=O)c1ccccc1NC(=O)Cn1c(SC)c(F)cnc1=O
  6, -6
CC(Nc1ccccc1)C(=O)Nc1ccc(F)cc1 (stereo unspecified)
  -5, ·
COc1ccc(C(CC(=O)N2CCCC(C)C2)c2c(OC)cc(OC)c3ccc(=O)oc23)cc1 (stereo unspecified)
  8, ·
CCCCC1(C)Cc2ccccc2C(=S)N1 (stereo unspecified)
  -31, ·
C=CCn1c(SCC(=O)NC2CCCC2)nc2scc(-c3ccco3)c2c1=O
  -10, 27

# Single entries from the results shown:
# Under RmlCD inh mix, `O=C(O)CCC(=O)NNC(=O)CCC(=O)NCc1ccccc1` is entered as -7
# Under HIV RNase H inh, `COC(=O)CN1C(=O)C(O)(CC(=O)c2cccc(Br)c2)c2ccccc21` (stereo unspecified) is entered as 2
# Under HIV RNase H inh, `Cc1c(Br)cc(C(=O)OC2CCN(C)CC2)c(C)c1C` is entered as 3

# (next part)
# Screens in order: RmlCD inh mix, HIV RNase H inh
Cc1noc(/C=C/N(C)C)c1S(=O)(=O)N1CCc2ccccc21
  10, -85
COc1ccc(Oc2nc3c(c(=O)n(C)c(=O)n3C)n2Cc2ccccc2)cc1
  -3, ·
COc1cccc(-c2nc(CS(=O)(=O)CC(=O)N3CCN(c4ccccn4)CC3)c(C)o2)c1
  -11, -11
c1csc(C(c2nnnn2C2CCCC2)N2CCCC3(CCCCC3)C2)c1 (stereo unspecified)
  2, ·
O=c1[nH]c(=O)n(Cc2ccccc2)c2c1CCC2
  -17, -12
Cc1ccc(-n2cc(-c3ccccc3)[nH]c2=O)cc1F
  16, -10
CC12CN3CC(C)(CN(C1)C3c1ccccc1Cl)C2O (stereo unspecified)
  5, -13
CCc1ccc2oc(C(=O)NCc3ccncc3)c(C)c2c1
  -14, ·
CCn1cc(/C=C/C(=O)NCc2c(C)nn(C)c2C)cn1
  -12, ·
CNC(=S)N/N=C/c1ccc(C(C)C)cc1
  10, ·
CCOC(=O)C(Sc1ncn[nH]1)c1ccccc1 (stereo unspecified)
  12, 20
CCCN(CCC)C(=O)CP(=O)(c1ccccc1)c1ccccc1
  6, ·
CCc1c(C(=O)NCCc2ccc(OC)c(OC)c2)[nH]c(C)c1C(C)=O
  6, -32
CCN1C(=O)CC(N2CCN(c3ccc(C(=O)c4ccccc4)cc3)CC2)C1=O (stereo unspecified)
  5, 2
COc1ccc(-c2cc3c(=O)n(CC(=O)NC4CCN(Cc5ccccc5)CC4)ncn3n2)cc1
  ·, 64*
CC(C)(C)c1ccc(S(=O)(=O)N2CCC(c3nc4ccc(Cl)cc4[nH]3)CC2)cc1
  -13, ·
CCCn1c(=S)[nH]c2cc(C(=O)N3CCN(c4ccccc4OC)CC3)ccc2c1=O
  -5, -15
Cn1c(=O)c2[nH]c(NCC3CCCO3)nc2n(-c2ccccc2)c1=O (stereo unspecified)
  8, -1
O=c1oc2cc(OCc3nn[nH]n3)ccc2c2c1CCCC2
  20, -14
CCC(CO)NC(=O)c1cc2c(s1)CCC2 (stereo unspecified)
  4, ·
CC1(C)N=C(c2cccc(F)c2)C(=O)N1
  6, -14
Cc1ccc2c(c1)C(=O)C(=O)N2CC(=O)OC(C)C
  10, ·
COC(C[C@H]1O[C@@H]1C(=O)COCc1ccccc1)OC
  -13, ·
O=C(c1cccs1)N1N=C(c2ccccc2)CC1c1ccccc1 (stereo unspecified)
  -7, ·
CN(C)S(=O)(=O)Nc1ccc(Br)cc1F
  2, -1
COc1cc2c(O)c3c(c(-c4ccc5c(c4)OCO5)c2cc1OC)C(=O)OC3
  -16, 18
Cn1c(=O)oc2cc(S(=O)(=O)NCCC(=O)Nc3ccc4c(c3)OCCO4)ccc21
  6, -2
CCOC(=O)c1c(NC(=O)CSc2nnc(CNc3ccc(Cl)cc3)o2)sc(C)c1C
  -10, ·
C=CCn1c(SCn2nnc3ccccc3c2=O)nnc1-c1ccc(Br)cc1
  -3, 3
O=C(CN1CCN(c2ccccc2)CC1)N1N=CCC1c1ccccc1 (stereo unspecified)
  0, ·

# Given in CSV form: 3 of the compounds above
mol,RmlCD inh mix,HIV RNase H inh
Cc1ccc2c(c1)C(=O)C(=O)N2CC(=O)OC(C)C,10,·
COC(C[C@H]1O[C@@H]1C(=O)COCc1ccccc1)OC,-13,·
O=C(c1cccs1)N1N=C(c2ccccc2)CC1c1ccccc1 (stereo unspecified),-7,·

# The main list resumes, repeating the five entries before the break.
# Screens in order: RmlCD inh mix, HIV RNase H inh
COc1cc2c(O)c3c(c(-c4ccc5c(c4)OCO5)c2cc1OC)C(=O)OC3
  -16, 18
Cn1c(=O)oc2cc(S(=O)(=O)NCCC(=O)Nc3ccc4c(c3)OCCO4)ccc21
  6, -2
CCOC(=O)c1c(NC(=O)CSc2nnc(CNc3ccc(Cl)cc3)o2)sc(C)c1C
  -10, ·
C=CCn1c(SCn2nnc3ccccc3c2=O)nnc1-c1ccc(Br)cc1
  -3, 3
O=C(CN1CCN(c2ccccc2)CC1)N1N=CCC1c1ccccc1 (stereo unspecified)
  0, ·
COc1c(C)cccc1C(=O)Nc1ccc(CN2CCOCC2)cc1
  17, -8
Cc1ccc(/C=N/N2CCN(Cc3ccccc3)CC2)s1
  -15, ·
CCCCCn1c(SCCCC)nc2c1c(=O)[nH]c(=O)n2C
  ?, 71*
COc1cc2c(cc1OC)C(C)N(C(=O)Cn1ncc3c1-c1cc(C)ccc1OC3)CC2 (stereo unspecified)
  -13, ·
Cc1ccc2nc(SCCC#N)nc(C)c2c1
  2, -33
Cn1c(=O)n(CC(=O)O)c(=O)c2c1nc1n2CCS1
  5, -14
c1ccc(CN2CCN(CCN3CCn4c3nc3ccccc34)CC2)cc1
  12, 2
Cc1ccc(SCc2cc(=O)[nH]c(N3CCOCC3)n2)cc1
  5, -31
COc1ccc(Nc2c(C)cccc2C)cc1
  5, ·
COc1ccc(C)cc1NC(=O)CSc1nnnn1Cc1ccccc1
  9, -47
CC1(C)CC(NC(=O)CCc2ccccc2)CC(C)(C)N1
  4, 4
c1cnc(NC2CCCCCC2)nc1
  -16, ·
COc1cc2nc(-c3ccc(Br)o3)oc(=O)c2cc1OC
  5, -15
COC(=O)C1C(O)=C(C=Nc2ccc(N)cc2)C(=O)CC1(C)C (stereo unspecified)
  9, ·
CC(O)CNC(=O)c1ccc(-c2nn(C)c(=O)c3ccccc23)cc1 (stereo unspecified)
  -7, ·
Cc1cc(C)nc(SCc2nnc(SCC(=O)Nc3ccccc3C)n2Cc2ccco2)n1
  -13, -6
CS(=O)(=O)N1CCN(c2ccccc2NC(=O)c2ccc(Cl)cc2)CC1
  5, 4
CC1CCCCN1C(=O)CSc1nnc(-c2ccco2)n1CC1CCCO1 (stereo unspecified)
  12, 1
CCOC(=O)c1c(C)oc2ccc(O)c(CN(C)C)c12
  -12, -8
CCCC(=O)c1ccc(N2CCN(C(=O)c3ccccc3)CC2)c(F)c1
  -5, -18
COc1cccc(C2C=C(c3cccs3)Nc3ncnn32)c1OC (stereo unspecified)
  10, -12
COCC(C)n1c(C)cc(C(=O)COC(=O)c2ccc3ncsc3c2)c1C (stereo unspecified)
  2, -25
Cc1ccc(S(=O)(=O)NNc2nc3ccccc3nc2C(F)(F)F)cc1
  18, ·
Cc1cnc(NC(=O)CCCc2nc3ccccc3s2)s1
  7, ·
Cc1cccc(OCC(O)Cn2c(NCc3cccnc3)nc3c2c(=O)[nH]c(=O)n3C)c1 (stereo unspecified)
  7, -5
COC(=O)c1sc(=S)n(-c2ccccc2OC)c1N
  -9, ·
CC1(C)CC(=O)C(/C=N/n2cnc3ccccc3c2=O)=C(O)C1
  -3, 1
COc1ccc(S(=O)(=O)N(C)C2CCS(=O)(=O)C2)cc1OC (stereo unspecified)
  7, 1
O=C(NCc1nc2ccccc2[nH]1)C1=C[C@H](c2coc3ccccc3c2=O)C[C@H](OCCCCO)O1
  -20, ·
CCN(CC)CCNC(=O)C(C)c1nn(CC)c(=O)c2ccccc12 (stereo unspecified)
  7, ·
Cc1cc2cc3c(cc2nc1SCC(=O)N1CCN(C(=O)c2ccco2)CC1)OCO3
  -9, -1
Cc1ccccc1C(=O)N1CCC(C(=O)Nc2ccc(S(=O)(=O)N3CCCC3)cc2)CC1
  2, 4
O=C(CCS(=O)(=O)c1cccc2nsnc12)N1CCN(C(=O)c2ccco2)CC1
  -5, 5
O=C(O)CCC(=O)Nc1ccccc1C(=O)NCc1ccco1
  1, ·
O=C(c1cc(Br)c(Br)s1)N1CCN(C/C=C/c2ccccc2)CC1
  5, ·
CCOC(=O)C1CCCN(Cc2nc(N)nc(Nc3ccccc3OC)n2)C1 (stereo unspecified)
  15, -11
Clc1ccc(OCc2nc(-c3ccncc3)no2)cc1
  -5, ·
CCCN1CCC2(CC1)NC(CO)(CO)CO2
  -7, -16
CCCN(CCC)C(=O)c1ccc2c(c1)OCO2
  63, ·
CCOC(=O)c1ccccc1NC(=O)/C=C/c1cc(OC)c(OC)c(OC)c1
  11, ·
CCOC(=O)Cc1csc(SCC(=O)/C(C#N)=C(\C)N)n1
  2, -3

# Reformatted: entries from further up.
SMILES,RmlCD inh mix,HIV RNase H inh
Cc1ccccc1C(=O)N1CCC(C(=O)Nc2ccc(S(=O)(=O)N3CCCC3)cc2)CC1,2,4
CCCN(CCC)C(=O)c1ccc2c(c1)OCO2,63,·
Cc1cc2cc3c(cc2nc1SCC(=O)N1CCN(C(=O)c2ccco2)CC1)OCO3,-9,-1
CCOC(=O)c1ccccc1NC(=O)/C=C/c1cc(OC)c(OC)c(OC)c1,11,·
CCCN1CCC2(CC1)NC(CO)(CO)CO2,-7,-16
